Source: PubChem BioAssay
ATG4B inhibitor – blocks human ATG4B protease cleavage of LC3 substrate. hit rate 0.51% among 340,000. ATG4B cleavage of LC3-PLA2, NBD-HPC fluorescence, 1 h. Q9Y4P1. inhibition, % at 8.33 µM; in the data active = inhibition above about 40%
Target sequence (Q9Y4P1 whole entry, looked up): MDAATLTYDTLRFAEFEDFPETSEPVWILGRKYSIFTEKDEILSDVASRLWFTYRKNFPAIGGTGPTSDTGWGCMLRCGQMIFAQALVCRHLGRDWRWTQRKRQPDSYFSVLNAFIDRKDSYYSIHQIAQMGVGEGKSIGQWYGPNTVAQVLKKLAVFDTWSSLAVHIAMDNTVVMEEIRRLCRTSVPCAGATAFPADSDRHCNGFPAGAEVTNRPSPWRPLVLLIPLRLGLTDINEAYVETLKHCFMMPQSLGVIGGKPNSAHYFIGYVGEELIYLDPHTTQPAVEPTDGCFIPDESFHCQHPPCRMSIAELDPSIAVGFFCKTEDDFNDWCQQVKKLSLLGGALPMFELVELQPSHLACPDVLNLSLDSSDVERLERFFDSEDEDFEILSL
hIAP block – blocks human intestinal alkaline phosphatase; P09923; purified IAP, CDP-Star luminescence, 30 min; inhibition, % at 10 µM; hit rate 0.12% among 330,000; AID 2544;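 active = inhibition reaching a set limit with compound at 10 µM in the primary screen, cut at about 35% in these data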;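 also: plate controls were DMSO wells with enzyme for no effect and no-enzyme buffer wells for full effect; values of inactives mirror those of a sister screen read the other way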
Target sequence (P09923 whole entry, looked up): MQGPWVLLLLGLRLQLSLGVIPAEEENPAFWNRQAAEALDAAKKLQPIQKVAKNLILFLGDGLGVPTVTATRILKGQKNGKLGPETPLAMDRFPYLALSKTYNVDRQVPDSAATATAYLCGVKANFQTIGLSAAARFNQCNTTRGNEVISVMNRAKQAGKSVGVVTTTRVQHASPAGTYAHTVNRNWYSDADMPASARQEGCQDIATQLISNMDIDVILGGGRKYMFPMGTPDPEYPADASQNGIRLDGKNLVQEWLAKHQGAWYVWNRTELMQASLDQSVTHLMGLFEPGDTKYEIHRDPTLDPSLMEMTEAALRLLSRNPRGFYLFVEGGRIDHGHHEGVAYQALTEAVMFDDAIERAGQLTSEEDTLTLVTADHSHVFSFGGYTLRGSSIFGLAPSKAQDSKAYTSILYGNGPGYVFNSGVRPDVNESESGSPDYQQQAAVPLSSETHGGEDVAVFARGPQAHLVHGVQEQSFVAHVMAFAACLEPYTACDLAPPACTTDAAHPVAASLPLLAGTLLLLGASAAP
hIAP activ – increases human intestinal alkaline phosphatase activity. purified human IAP, CDP-Star luminescence, 30 min; stronger effect = higher value; 1 = vehicle-only enzyme, 0 = enzyme-free background. activation factor at 10 µM. hit rate 0.16% among 330,000;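 active = activation factor of the enzyme at least 2-fold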; also: the source names both 10 and 20 µM as test concentration; values of inactives mirror those of a sister screen read the other way
MPTP inh – permeability transition pore inhibition; isolated mouse mitochondria, Ca2+ swelling absorbance, 30 min; inhibition, % at 10 µM; hit rate 1.4% among 360,000;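 active = inhibition of 50% or more, scaled per plate between neutral and stimulator controls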;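 also: 0% = DMSO wells given calcium and 100% = 1 mM EGTA wells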
mIAP inh – blocks mouse intestinal alkaline phosphatase. AID 2806. inhibition, % at 10 µM. hit rate 0.2% among 330,000. purified mouse IAP, CDP-Star luminescence, 30 min;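 active = inhibition of at least 40% at 10 µM in the primary screen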;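 also: plate controls were DMSO with enzyme for no effect and no enzyme wells for full effect; values of inactives mirror those of a sister screen read the other way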
mIAP activ – increases mouse intestinal alkaline phosphatase activity | muIAP, CDP-Star luminescence, 30 min; stronger effect = higher value; 1 = vehicle-only enzyme signal, 0 = enzyme-free wells | activation factor at 10 µM | hit rate 0.24% among 330,000 | AID 2805;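 active = activation factor of at least 2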; also: the source names both 10 and 20 µM as test concentration; values of inactives mirror those of a sister screen read the other way
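System: mouse IAP enzyme. Reagent: CDP-Star chemiluminescent phosphatase substrate. Benchmarks: DMSO wells, no-enzyme wells. Times: 30 min enzyme-substrate-compound incubation at room temperature. Detection: luminescence from enzymatic CDP-Star hydrolysis. Doses: test compounds delivered from DMSO solution.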
APOBEC3A inh – inhibitors of human APOBEC3A DNA deaminase | P31941 | recombinant A3A, FAM/TAMRA ssDNA deamination fluorescence | inhibition, % at 20 µM | hit rate 0.41% among 330,000;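 active = at least 40% inhibition at 20 µM here, with at most 30% in a related deaminase screen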;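 also: plate controls were A3A with DMSO for no effect and wells lacking A3A enzyme for full effect; some results filed as inactive read as strong as hits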
Target sequence (P31941 whole entry, looked up): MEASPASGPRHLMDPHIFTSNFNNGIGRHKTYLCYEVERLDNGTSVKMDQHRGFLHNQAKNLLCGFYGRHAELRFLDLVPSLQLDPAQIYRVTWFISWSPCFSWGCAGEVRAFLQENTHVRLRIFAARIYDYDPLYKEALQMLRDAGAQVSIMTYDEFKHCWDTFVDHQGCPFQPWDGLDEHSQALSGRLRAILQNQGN
A3G deaminase – APOBEC3G (human) deaminase inhibition; Q9HC16; recombinant A3G, ssDNA deamination FAM/TAMRA fluorescence; inhibition, % at 20 µM; hit rate 0.28% among 330,000; AID 493012;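 active = inhibition of at least 40% at 20 µM, with no more than 30% in the related APOBEC3A deaminase screen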;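 also: plate controls were DMSO wells with A3G for no effect and wells lacking A3G enzyme for full effect; some compounds called inactive have numbers as strong as hits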
beta cell repl – MIN6 beta-cell proliferation induction; hit rate 0.29% among 330,000; MIN6 cells proliferation, ATPlite luminescence, 48 h; cells starved in 0.2% serum; 100% = growth in 10% serum; proliferation, % at 10 µM; AID 2380;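 active = compounds whose signal lies at least 3.5 SD above the mean of all wells on their plate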;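 also: 0% = DMSO-treated cells in low-serum medium and 100% = 10% serum control; some compounds called inactive have numbers as strong as hits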
Active calls of the source: *; x = not tested or not shown.

SMILES	ATG4B inhibitor	hIAP block	hIAP activ	MPTP inh	mIAP inh	mIAP activ	APOBEC3A inh	A3G deaminase	beta cell repl
CCOc1cc(CNCCc2ccccc2)ccc1OCC(=O)NC(C)(C)C	-2	2	0.98	-0.2	4	0.96	0	-5	0
O=C(Cn1cc(S(=O)(=O)Cc2ccc([N+](=O)[O-])cc2)c2ccccc21)N1CCOCC1	-2	-18	1.2	0.3	1	0.99	-6	-10	5
CC(=O)Nc1ccc(-c2csc(NC(=O)Cc3ccccc3F)n2)cc1	-1	3	0.97	-1.1	4	0.96	-2	-10	0
Cc1c(/C=N/NC(=O)c2cc(Br)ccc2O)c(=O)n(C)c(=O)n1C	-11	-114	2.1*	1.8	2	0.98	-4	-1	0
O=C(/C(C=Nc1cccc(C(F)(F)F)c1)=C(/O)c1ccco1)C(F)(F)F	-10	24	0.77	-0.1	14	0.86	-5	-8	-2
COc1cc(NC(=O)CSc2nnc3c(C)cc4c(C)ccc(C)c4n23)c(C(=O)O)cc1OC	-7	4	0.96	0.0	4	0.96	2	-3	-2
Cc1nn(-c2ccccc2)c(Cl)c1C1C(C#N)=C(N)OC2=C1C(=O)CCC2 (stereo not drawn)	-11	-12	1.1	0.6	1	0.99	-2	-5	0
CCOC(=O)c1c(NC(=O)CCC(=O)N2CCOCC2)sc2c1CC(C)(C)OC2	1	13	0.87	-2.1	4	0.96	-1	-2	-3
COC(=O)C1=C(C(=O)c2ccccc2)C(c2ccc(OC)c(OC)c2)Nc2nnnn21 (stereo not drawn)	-4	-7	1.1	-4.2	10	0.9	-3	-4	0
CCN1CCN(C(=O)c2ccc(CN(c3ccccc3)S(=O)(=O)c3ccccc3)cc2)CC1	-5	-10	1.1	1.1	0	1	-9	-8	-1
c1ccc2nc3[nH]cnc3nc2c1	3	16	0.84	-0.9	13	0.87	-1	-4	-3
COC(=O)Cn1cnc2c1c(=O)n(C)c(=O)n2C	-2	2	0.98	-13	7	0.93	-3	-7	-4
O=C(OCCCN=C1NS(=O)(=O)c2ccccc21)c1ccccc1	-3	2	0.98	-1.4	-4	1	2	-3	0
O=C(Cc1ccccc1[N+](=O)[O-])NCc1ccc2c(c1)OCO2	6	-2	1	1.1	4	0.95	2	-3	-3
CS(=O)(=O)N(CC(=O)N1CCN(c2ccccc2F)CC1)C1CCCCC1	12	-5	1.1	-1.1	-1	1	-2	1	4
FC(F)(F)c1cccc(Oc2nc(-c3ccccc3)nnc2C(F)(F)F)c1	2	17	0.83	0.9	-6	1.1	4	-1	-6
CCCCCO	0	19	0.81	-2.2	-9	1.1	-3	-11	2
Cc1cc(C)c2oc(C(=O)Nc3ccc(S(=O)(=O)Nc4nccc(C)n4)cc3)cc(=O)c2c1	2	-13	1.1	0.5	4	0.96	-10	-8	-2
CC1=C(C(=O)OCc2cc(C)on2)N2C(=O)[C@@H](NC(=O)OCc3cc(C)on3)[C@H]2SC1	2	3	0.97	0.0	14	0.86	1	-4	-3
COc1cc(/C=C2\SC(N)=NC2=O)cc(OC)c1	-5	10	0.9	0.0	4	0.96	-4	-3	1
CC[n+]1c(/C=C(\C)OC)sc2ccccc21	-12	5	0.95	-1.7	11	0.89	-2	-5	-1
COc1ccc(C(C)=O)cc1CC(=O)NC1CCCCCC1	2	5	0.95	-0.4	0	1	-3	-9	1
COc1ccccc1NC(=O)NCc1ccco1	-8	11	0.89	-2.1	-19	1.2	4	1	-1
Cc1ccc(CNC(=O)COC(=O)C2CCN(S(=O)(=O)c3cccs3)CC2)cc1	-10	-6	1.1	1.6	-3	1	2	-2	2
CC1=C(C(=O)Nc2ccc(C)cc2)C(c2ccco2)NC(=O)N1 (stereo not drawn)	-6	3	0.97	-3.1	3	0.97	5	-2	-2
COc1cc(OC)cc(C(=O)NCC(=O)OCC(=O)Nc2ccc(C)c(S(=O)(=O)N3CCOCC3)c2)c1	-6	-13	1.1	-0.3	-2	1	-2	-1	0
O=C(c1c[nH]c(C(=O)C(Cl)(Cl)Cl)c1)c1c(F)cccc1F	-2	0	1	-0.1	-11	1.1	2	-2	-3
CC(=O)Nc1cccc2ncccc12	-3	-8	1.1	-1.0	-12	1.1	0	-2	0
C/C(CC(=O)Nc1ccccc1[N+](=O)[O-])=N\NC(=O)COc1ccccc1C	-2	9	0.91	-0.6	10	0.91	1	-3	3
Cc1ccccc1OCC(=O)N/N=C/c1cccc(Oc2ccc([N+](=O)[O-])cc2[N+](=O)[O-])c1	-5	9	0.91	4.0	10	0.9	-2	-7	0
Clc1cccc(Cl)c1Cn1nnc(N2CCCC2)n1	-5	-12	1.1	0.9	2	0.97	1	-7	-1
CC1(C)CC(=O)C=C(Nc2ccc3c(c2)CCC3)C1	1	15	0.85	x	2	0.98	-2	-1	0
C/C(CC1(O)/C(=N/O)CCc2nonc21)=N\O (stereo not drawn)	-3	-28	1.3	-0.8	-1	1	0	-1	-1
COCCNC(=O)Cc1c(C)c2c(cc(C)c3c(C(C)(C)C)coc32)oc1=O	-3	-6	1.1	0.3	-1	1	-4	-6	-3
Cc1cccc(N2Cc3ccc(Br)cc3C2)c1	2	-4	1	4.3	0	1	-7	0	-2
C/C=C(\C)C(=O)NCCN1C2=NC[C@@H](C)N2C[C@@H]1Cc1ccc(OC)cc1	2	-5	1	0.3	-6	1.1	-4	-16	-1
CCN(CC)S(=O)(=O)c1cc(NC(=O)C2=COCCO2)ccc1Cl	0	8	0.92	-0.1	6	0.94	-2	-8	-2
NC(=O)c1c(NC(=O)CSc2nc(N)cc(=O)[nH]2)sc2c1CCCC2	-3	4	0.96	2.7	18	0.82	3	-2	-4
CCCCC(CC)C(=O)Nc1cc([N+](=O)[O-])ccc1F (stereo not drawn)	-3	7	0.93	2.8	6	0.94	0	2	1
CC1CC2=C(NC(=S)NC2c2ccc(F)cc2)/C(=C/c2ccc(F)cc2)C1 (stereo not drawn)	-1	0	1	-2.4	4	0.96	-1	-6	-7
CCOC(=O)Nc1ccc(S(=O)(=O)N2CCOCC2)cc1	-1	-8	1.1	-2.1	-2	1	-3	-4	-1
Cc1cc(NC(=O)OC2CCCCC2)ccc1[N+](=O)[O-]	9	14	0.86	-0.4	7	0.93	2	-4	-3
COc1ccc(C(=O)OCC(=O)NC2CC2)cc1S(=O)(=O)Nc1ccc(C)cc1	-3	-23	1.2	0.5	-14	1.1	-1	5	0
O=C(O)c1ccccc1C1Nc2ccccc2C(=O)N1CCCN1CCOCC1 (stereo not drawn)	-10	11	0.89	2.2	-4	1	-2	-2	2
CCCCn1c(SCC(=O)/C(C#N)=C(\C)N)nc2ccccc2c1=O	6	-3	1	-25	7	0.93	2	-4	0
CCOC(=O)CSc1nnc(-c2ccc3ncccc3c2)n1C	0	9	0.91	2.8	0	1	-1	-6	0
COc1ccc(C(=O)Nc2c(Cl)cc(Cl)cc2C(=O)N2CCC(C)CC2)cc1	-1	7	0.93	0.2	-4	1	0	-4	0
CCCOc1ncnc2c1[nH]c1ccc(OC)cc12	2	7	0.93	3.7	9	0.91	-1	-1	-2
COc1ccc(NC(=O)c2cccnc2SC)cc1OC	3	-8	1.1	-3.5	-7	1.1	5	0	1
Cc1ccc(C(C#N)c2ccc(C(=O)c3ccc(F)cc3)cc2)cc1 (stereo not drawn)	-5	3	0.97	10	4	0.96	1	-2	-6
Cn1c(=O)[nH]c(NC2CCCCC2)c([N+](=O)[O-])c1=O	-1	-5	1	0.0	4	0.96	1	5	-1
Cc1ccc(S(=O)(=O)N(C)C)cc1NC(=O)c1cccnc1Oc1ccccc1	-11	-8	1.1	1.2	0	1	7	0	-2
Cc1ccc(OCc2n[nH]c(=S)n2-c2ccc(C)cc2)cc1	-4	-15	1.1	3.0	2	0.98	-3	-6	2
COc1ccc(OC)c(/C=C(\NC(=O)c2ccccc2)C(=O)N/N=C/c2ccc(C)s2)c1	-6	5	0.95	1.1	3	0.97	-1	-4	-2
COc1cc(CC(=O)OCn2nnc3ccccc3c2=O)cc(OC)c1OC	8	-1	1	1.1	-6	1.1	1	-1	1
CCCC(=O)N1CCN(c2nc3ccc(Cl)cc3s2)CC1	-9	-2	1	-0.5	5	0.95	3	1	-3
O=C(NC1CCCCC1)C1c2ccccc2C(=O)N1Cc1ccco1 (stereo not drawn)	-3	-1	1	-0.2	9	0.91	-1	-6	0
CCCNC(=O)/C=C/C(=O)O	4	-16	1.2	2.1	2	0.97	-3	-8	-1
COc1cc(CCCN2C(=O)C(=O)NC[C@H]2Cc2cccc3ccccc23)cc(OC)c1OC	-8	5	0.95	-1.2	6	0.94	1	-2	-1
COc1ccc(/C=C(\C#N)C(=O)OCC(=O)NCc2ccccc2)cc1	12	-3	1	1.3	12	0.88	-4	-8	0

The results go on:
SMILES	ATG4B inhibitor	hIAP block	hIAP activ	MPTP inh	mIAP inh	mIAP activ	APOBEC3A inh	A3G deaminase	beta cell repl
CCN(CC)S(=O)(=O)c1ccc2oc(C(=O)Nc3ccc(OC)cc3OC)c(C)c2c1	2	2	0.98	-1.0	10	0.9	5	0	1
COC(=O)C1=C(C)NC2=C(C(=O)CCC2)C1c1cccc(C)n1 (stereo not drawn)	6	14	0.86	-0.9	-6	1.1	3	-2	-2
Cc1ccn2c(c1)nc(=O)c1cc(S(=O)(=O)N3CCCCC3)ccc12	2	6	0.94	0.2	0	1	5	-1	-2
CCOC(=O)CC1C(=O)NCCN1C(=O)c1ccc(F)cc1F (stereo not drawn)	-11	-2	1	0.6	4	0.96	2	-5	-1
COC(=O)c1cc(S(=O)(=O)N(C)C2CCCCC2)c[nH]1	2	-7	1.1	-1.3	6	0.94	-3	-3	1
Cc1cccc(C(=O)Nc2sc(C)c(-c3ccccc3)c2C#N)c1	6	0	1	1.2	7	0.93	1	0	-3
CC1CCN(C(=O)CN(Cc2ccccc2)S(C)(=O)=O)CC1	-11	6	0.94	0.4	0	1	-7	-5	-1
NS(=O)(=O)c1ccc(S(=O)(=O)N(Cc2ccccc2F)CC2CCCO2)cc1 (stereo not drawn)	-5	-5	1.1	-0.4	-4	1	-1	1	0
O=C(O)/C=C/C(=O)N1CCN(Cc2ccc3c(c2)OCO3)CC1	0	6	0.94	3.4	-7	1.1	0	-8	-5
Cn1c(N)c(C(=O)COC(=O)C23CC4CC(CC(C4)C2)C3)c(=O)n(C)c1=O	-4	10	0.9	-5.4	-10	1.1	3	-4	3
Cc1ccc(NC(=O)C2CCN(S(=O)(=O)c3ccc4c(c3)NC(=O)CO4)CC2)cc1C	-17	8	0.92	-1.7	-31	1.3	-6	-9	-1
Cc1c(NC(=O)CN2C(=O)c3ccccc3S2(=O)=O)c(=O)n(-c2ccccc2)n1C	4	-2	1	2.8	-5	1.1	0	-5	0
COc1ccc(NC(=O)C2CC(=O)N/C(=N/N=C/c3ccccc3)S2)cc1 (stereo not drawn)	6	-59	1.6	0.7	12	0.88	-2	-7	0
CCN1C(Nc2ccccc2)=NC[C@@H]1C	-1	14	0.85	-0.7	-8	1.1	-1	-7	6
CCNC(=O)c1cc(S(=O)(=O)N2CCSCC2)ccc1OC	-3	-12	1.1	1.1	-1	1	2	2	-1

An excerpt of these results, with each value named.
COc1ccc(NC(=O)C2CC(=O)N/C(=N/N=C/c3ccccc3)S2)cc1 (stereo not drawn)
  ATG4B inhibitor = 6
  hIAP block = -59
  hIAP activ = 1.6
  MPTP inh = 0.7
  mIAP inh = 12
  mIAP activ = 0.88
  APOBEC3A inh = -2
  A3G deaminase = -7
  beta cell repl = 0

CCN1C(Nc2ccccc2)=NC[C@@H]1C
  ATG4B inhibitor = -1
  hIAP block = 14
  hIAP activ = 0.85
  MPTP inh = -0.7
  mIAP inh = -8
  mIAP activ = 1.1
  APOBEC3A inh = -1
  A3G deaminase = -7
  beta cell repl = 6
